Peg3 imprint: qHTS Assay for Compounds that Induce Erasure of Genomic Imprints | mouse ES Peg3-LacZ reporter, beta-gal luminescence, 40 h | Potency, µM (titrated, usually from 60.7 µM), inactives show top-dose activity change, positive = activation, hits mostly activators | hit rate 0.02% among 110,000;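 further: 0% = negative control wells on the plate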
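Each well holds 300 Peg3LacZ-Neo (maternal) female ES cells incubated 40 h at 37C, 5% CO2. LacZ is measured by BetaGlo luminescence, with AC50 and maximum efficacy derived from dose-response curves.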
p53ts 32C kill: qHTS Screen for Compounds that Selectively Target Cancer Cells with p53 Mutations: Cytotoxicity of p53ts Cells at the Permissive Temperature | H1299-p53A138V at 32C, ATP luminescence viability, 24 h | Potency, µM (doses to about 46.1 µM), for the others: at the top dose activity change, negative = cytotoxicity, actives largely listed as cytotoxic | hit rate 0.93% among 130,000 | AID 924, 2007;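 further: 0% = DMSO and -100% = full killing by reference compound; nearly all actives have a fitted effect of over 55% in size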
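H1299-p53 A138V cells (temperature-sensitive p53) exposed 24 h to up to 46 uM compound at 32C, where p53 is wild-type in conformation. Viability read as ATP luminescence and normalised to DMSO and 100 uM tamoxifen. AC50 fitted with the Hill equation.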
p53ts 39C kill: qHTS Screen for Compounds that Selectively Target Cancer Cells with p53 Mutations: Cytotoxicity of p53ts Cells at the Nonpermissive Temperature; AID 902, 2007; H1299-p53A138V viability at 39C, ATP luminescence, 24 h; hit rate 1.5% among 130,000; Potency, µM (series often up to 46.1 µM), for the others: top-dose activity change, negative = cell killing, hits mostly cytotoxic; further: nearly all actives have a fitted effect of over 55% in size
IkB sig inh: IkB Signaling. Potency, µM (series often up to 57.1 µM), without a hit: top-dose IkBa stabilization activation. ABC-DLBCL IkBa-CBG/CBR dual luciferase ratio, 4 h; response scale: scaled: untreated 0%, proteasome inhibitor 100%. hit rate 0.04% among 110,000. AID 445, 2006; active means well fitted curve in the direction sought with a large enough effect in the signal ratio, not every such curve was filed as active; inconclusive means small, poorly fitted or top-dose-only effect, or a change in a side signal; the % refers to the signal ratio;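 further: the direction sought is a rising ratio; 0% = basal untreated cells and 100% = reference inhibitor full response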
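Curves were fitted separately to fusion (green), unfused (red) and ratio luminescence, then classed by r2, magnitude and activity. Cells: OCI-Ly3, 4 h compound plus doxycycline at 37C; 10 uM MG-132 defined full response.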
Numbers without * were called inactive; u = inconclusive; x = no result given; [ ] = remark or other dose. Unless noted, the call rests on the fitted dose curve; in most records, active means well fitted curve in the direction sought with a large enough effect; inconclusive means small, poorly fitted or top-dose-only effect, or another doubt; inactive means no such curve, though single readings can be large; an effect the other way counts as inactive or inconclusive. Unless noted, on the % scale 0 is the no-effect control and ±100 the full control effect; potency means the concentration at half of the fitted maximal effect. An unsorted share of the library; 1.8% or so of the library scored in one or more.

The opening two records, ahead of the listing:
SMILES | Peg3 imprint | p53ts 32C kill | p53ts 39C kill | IkB sig inh
CN(C)c1ccc(C(=O)OCC(=O)c2cccs2)cc1 | -25% | u | u | u
CC1CCc2c(sc3nnn(Cc4ccc(F)cc4)c(=O)c23)C1 (stereo not drawn) | -14%[10.9 µM] | -4% | 4% | u

This part in full, repeating the preview:
SMILES | Peg3 imprint | p53ts 32C kill | p53ts 39C kill | IkB sig inh
CN(C)c1ccc(C(=O)OCC(=O)c2cccs2)cc1 | -25% | u | u | u
CC1CCc2c(sc3nnn(Cc4ccc(F)cc4)c(=O)c23)C1 (stereo not drawn) | -14%[10.9 µM] | -4% | 4% | u
CCOC(=O)N1CCN(C(=O)CSCC(=O)Nc2nc(-c3ccccc3)cs2)CC1 | -27% | 2% | -14% | u
CNC(=O)[C@H](C)[C@H]1C[C@]1(C)[C@H](NC(=O)OCc1ccccc1)c1ccccc1 | -15% | 13% | 7% | x
CSCC[C@H](NC(=O)CCn1nnc2ccccc2c1=O)C(=O)O | -10% | -4% | 6% | -1.8%
N#Cc1ccccc1Cn1c(=O)n(-c2ccc(CC(=O)NCc3ccco3)cc2)c(=O)c2sccc21 | -11% | 2% | 2% | -2.4%
FC(F)(F)c1nc(N2CCN(c3ccccc3)CC2)nc2c1CCCCC2 | -9% | -8% | -9% | 2.6%
CC1CC(C)CN(C(=O)CSc2nnc(-c3ccc(Cl)s3)o2)C1 (stereo not drawn) | -20% | -13% | -9% | -1.8%
COc1cc(C(=O)Oc2ccccc2N)cc(OC)c1OC | 3% | 5% | 16% | u
O=C(NCN1C(=O)C2C3C=CC(C3)C2C1=O)Nc1ccccn1 (stereo not drawn) | -7% | -3% | 0% | -0.8%
O=C(CSc1cn(CC(=O)N2CCCCCC2)c2ccccc12)Nc1ccccc1F | -2%[10.9 µM] | 2% | -3% | u
CCCCSc1nc2c(c(=O)n1CC)SC(C)C2 (stereo not drawn) | -18% | 29% | 5% | 1.0%
COCCCNC(=O)c1ccc(Cn2c(=O)c3cccn3c3cccnc32)cc1 | 22%[10.9 µM] | 5% | 4% | -0.9%
CN(c1ccccc1C(=O)NCC1CCCO1)S(C)(=O)=O (stereo not drawn) | 1% | 3% | 8% | 1.7%
COc1ccc(NC(=O)Cn2nnc(-c3ccccc3NC(=O)c3ccco3)n2)cc1 | -18% | u | u | -0.6%
CCOC(=O)c1c(NC(=O)C2CCN(S(=O)(=O)c3cccs3)CC2)sc(C)c1C | -8% | -10% | -4% | 0.4%
Cc1cccc(NC(=S)Nc2ccc(N3CCOCC3)cc2)c1C | x | 10% | -7% | x
O=C(CSc1ncc2c(n1)-c1ccc(Cl)cc1N(Cc1ccccc1)S2(=O)=O)Nc1ccccc1C(F)(F)F | u | 10% | 14% | -1.4%
Cc1ccc(Nc2ncccc2C(=O)O)cc1C | x | -16% | -12% | u
COc1ccccc1Nc1nc2ccc(Cl)cc2nc1-n1nc(C)cc1C | -2%[10.9 µM] | 4% | -9% | u

Limited to IkB sig inh, p53ts 39C kill and p53ts 32C kill, for some of the entries so far:
| SMILES | IkB sig inh | p53ts 39C kill | p53ts 32C kill |
| --- | --- | --- | --- |
| CCCCSc1nc2c(c(=O)n1CC)SC(C)C2 (stereo not drawn) | 1.0% | 5% | 29% |
| O=C(NCN1C(=O)C2C3C=CC(C3)C2C1=O)Nc1ccccn1 (stereo not drawn) | -0.8% | 0% | -3% |
| CNC(=O)[C@H](C)[C@H]1C[C@]1(C)[C@H](NC(=O)OCc1ccccc1)c1ccccc1 | x | 7% | 13% |

Record cards, as listed above.
Results for CC1CC(C)CN(C(=O)CSc2nnc(-c3ccc(Cl)s3)o2)C1 (stereo not drawn) → Peg3 imprint = -20%; p53ts 32C kill = -13%; p53ts 39C kill = -9%; IkB sig inh = -1.8%
Results for CCOC(=O)N1CCN(C(=O)CSCC(=O)Nc2nc(-c3ccccc3)cs2)CC1 → Peg3 imprint = -27%; p53ts 32C kill = 2%; p53ts 39C kill = -14%; IkB sig inh = u

New compounds follow
SMILES | Peg3 imprint | p53ts 32C kill | p53ts 39C kill | IkB sig inh
ClC/C=C/CCl | -6% | 4%[1.84 µM] | 12% | 0.7%
Cc1cc(C(=O)Nc2sc3c(c2C#N)CCC(C(C)(C)C)C3)no1 (stereo not drawn) | -10% | 7% | -16% | -0.1%
CCCN(C(=O)Cc1nc(-c2ccc(OC)cc2)no1)c1ccccc1C | 4%[10.9 µM] | 2% | 4% | u
O=C(c1cc(-c2cccs2)on1)N1CCN(c2ccccc2)CC1 | 11% | -13% | -23% | u
CCCc1nn2c(=O)cc(COC(=O)c3cccc(NC(=O)c4cccs4)c3)nc2s1 | -56%[inhibitor][10.9 µM] | 0% | 19% | u
CCC(CC)C(=O)NCc1ccc2c(c1)cc(C)n2C | -13% | -1% | 6% | -2.3%
COC(=O)c1cn(-c2ccccc2)c(C)c1C(=O)OC | x | -12% | -1% | x
CCOC(=O)c1cc(S(=O)(=O)N2CCN(c3ccc(C(C)=O)cc3)CC2)[nH]n1 | -5%[10.9 µM] | -12% | -13% | 1.2%
CC(C)(C)NS(=O)(=O)c1cccc(S(=O)(=O)c2cccc(S(=O)(=O)NC(C)(C)C)c2)c1 | -10% | 5% | 5% | u
NS(=O)(=O)c1ccc(CCNC(=O)CCCCCn2c(=O)[nH]c3ccccc3c2=O)cc1 | -10%[10.9 µM] | 6% | -5% | -1.2%
COC(=O)CNc1nc(-c2ccncc2)nc2ccccc12 | -8% | 0% | 10% | 0.2%
COc1ccc(CCNS(=O)(=O)c2ccc3c(c2)CC(C)N3C(C)=O)cc1OC (stereo not drawn) | -19% | 8% | -10% | -1.1%
O=C1[C@@H]2C(c3ccccc3Cl)=NO[C@@H]2C(=O)N1Cc1ccccc1 | -1% | 5% | 6% | 6.8%
CCCOc1ccc(NC(=O)CC2C(=O)N(c3ccc(OC)cc3)C(=O)N2CCc2ccncc2)cc1 (stereo not drawn) | 5%[10.9 µM] | -10% | 2% | u
Cc1ccc(NC2=NC(c3ccc(C)cc3)n3c(nc(C)cc3=O)N2)cc1 (stereo not drawn) | -4% | 10% | 5% | 2.9%
Cc1ccc(NC(=O)COC(=O)CCc2c[nH]c(=O)[nH]2)cc1 | 0% | -1% | 2% | 5.5%
COc1cccc(-n2c(SCC(=O)N3CCCc4ccccc43)nc3c([nH]c4ccccc43)c2=O)c1 | 13%[10.9 µM] | 0% | u | u
CCOC(=O)c1ccccc1NS(=O)(=O)c1ccccc1 | -12% | 1% | 0% | 2.4%
CCOC(=O)c1oc2c(c1C)-c1nn(Cc3c(F)cccc3Cl)cc1CC2 | -14%[10.9 µM] | -8% | -30% | 0.3%
CN1CCN(c2ncc3nc(-c4cc(F)cc(F)c4)c(=O)n(CCc4ccccc4)c3n2)CC1 | 2% | -8% | -13% | 1.9%[11.4 µM]
COCc1[nH]nc2c1C(c1c(F)cccc1Cl)C(C#N)=C(N)O2 (stereo not drawn) | -5% | 15% | -8% | 2.8%
Cc1cn(C)c(CC(=O)Nc2cccc(Cl)c2C)c1C(=O)O | 22%[10.9 µM] | -15% | 31%[activator] | -2.7%
CCCNC(=O)c1ccc2c(c1)N=C(CCC)c1ccccc1S2 | -18%[10.9 µM] | u | -21% | u
Cn1c(=O)n(Cc2ccc(Cl)cc2)c(=O)c2c1nc1n2CCN1Cc1ccco1 | 7% | 7% | -4% | 0.2%
CCN(CC(=O)NC1CCCCC1)S(=O)(=O)c1ccc(Cl)cc1 | -6% | 0% | 7% | 0.9%
Cc1cc(C)n2nc(C(=O)NCc3ccccc3)cc2n1 | -1% | 7% | 9% | -0.3%
Cc1ccc(CNc2nc3ccccc3n3cnnc23)cc1 | -4%[10.9 µM] | -4% | -4% | -1.9%
CC(C)c1ccccc1NC(=O)CN(c1ccccc1)S(=O)(=O)N(C)C | 8%[10.9 µM] | -13% | 12% | 2.9%
N#Cc1c(NC(=O)CS(=O)(=O)c2ccc(Cl)cc2)sc2c1CCCCC2 | 13%[10.9 µM] | 3% | -23% | u
Cc1ccc(CN(C(=O)COc2ccc(Cl)cc2Cl)C2CCS(=O)(=O)C2)o1 (stereo not drawn) | -9%[10.9 µM] | 8% | 14% | u
CCN(CC)CCNC(=O)c1cn(CC)c2ccc(S(=O)(=O)N3CCc4ccccc4C3)cc2c1=O | -7%[10.9 µM] | -6% | -5% | -2.2%
COc1ccc(C(c2nnnn2Cc2cccs2)N2CCN(c3ccccc3F)CC2)cc1 (stereo not drawn) | -11% | 1% | -4% | 1.7%
O=C(CCN1CCN(CC(=O)Nc2ccccc2F)CC1)Nc1ccccc1F | -12% | 2% | 2% | 0.1%
Cc1cc(OC2CCCCC2)nc(-c2ccccc2O)n1 | -15% | 6% | 3% | 1.8%
Cc1ccc(OCCCSc2ncccn2)cc1C | x | -6% | 2% | x
Cc1noc2ncnc(N3CCN(c4ccccc4F)CC3)c12 | -18%[10.9 µM] | -8% | 17% | -2.7%
O=S(=O)(c1ccccc1)n1nc(-c2ccc(Cl)cc2)nc1NCc1ccc(F)cc1 | -5%[10.9 µM] | 13% | -23% | -1.8%
Cc1ccc(-n2ncc(-c3nnc(SCC(=O)NC4CCCC4)o3)c2N)cc1C | -14% | -6% | -23% | u
CN(C)c1cccc(NC(=O)Cc2ccc(F)cc2)c1 | -9% | 0% | -4% | -2.0%
O=C(Nc1cccnc1Cl)c1cc(-c2ccc(Cl)cc2)on1 | 3%[10.9 µM] | 7% | 17% | u
CCn1c(Cc2ccccc2)nnc1SCC(=O)Nc1nccs1 | -3% | -1% | 2% | 1.0%
Nc1nc2c(c3c1c(=O)oc1ccccc13)CCCCC2 | 3% | 2% | 4% | 1.6%
CC(C)CO/N=C1/C[C@@H](O)[C@@H](O)[C@@H]2[C@@H]3C(=O)N(C[C@@H]4CCCO4)C(=O)[C@H]3CC[C@H]12 | x | 8%[9.22 µM] | 11%[9.22 µM] | x
CCOc1ccc(CCNC(=O)c2ccc(-c3nc(COc4ccc(C)cc4)c(C)o3)cc2)cc1 | 13%[10.9 µM] | 11% | -4% | -1.4%
CCCOc1ccc(Cc2c(Cl)nc(SC)nc2OC)cc1 | x | -4% | 6% | x
O=C(Nc1ccc2oc(-c3ccc4ccccc4c3)nc2c1)c1cc(Cl)ccc1Cl | -10%[10.9 µM] | 6% | 4% | 2.4%
CC(=O)Nc1ccc(S(=O)(=O)NCCc2ccccc2)cc1 | 2% | 2% | 6% | 2.9%
O=C(Nc1ccc(Cl)cn1)C1CCCN1S(=O)(=O)c1ccc(Cl)cc1 (stereo not drawn) | -17% | 3% | -5% | 1.3%
CCOc1ccc(C(=O)Oc2c(Sc3ccccc3)c(C)nn2C(C)(C)C)cc1OCC | -3%[10.9 µM] | -1% | 15% | -2.9%
O=C1NC(=O)c2c(NC(=O)C3CCCO3)cccc21 (stereo not drawn) | -3% | 4% | 1% | -0.7%
Cc1cc(C)c2nc(-c3ccccn3)cc(C(=O)Nc3cc(C)on3)c2c1 | -8% | -19% | -5% | 0.6%
CCc1ccc(NS(=O)(=O)c2ccc(NC(=O)N3CCCC3)cc2)cc1 | -8%[10.9 µM] | -6% | u | 2.6%
CC(=O)NC(C)c1nc2ccccc2n1Cc1ccccc1Cl (stereo not drawn) | 4%[10.9 µM] | 1% | -10% | u
CC(=O)N1CN(CCCn2ccnc2)Cc2c1sc1c2CCCC1 | -10% | -17% | 0% | -0.2%
COc1ccc(CNc2nc(-c3ccccc3OC)nc3ccccc23)c(OC)c1 | x | 25% | -11% | 0.2%[11.4 µM]
CCN(c1ccccc1)S(=O)(=O)c1c(C)nc2scc(C)n2c1=O | -6%[10.9 µM] | 5% | 14% | 1.6%
CC1CCN(S(=O)(=O)c2ccc3c(c2)N(CC(=O)NCCCN2CCCCC2)C(=O)CS3)CC1 | -10%[10.9 µM] | 5% | -24% | u
Cc1cc(N2CCN(C(=O)OC(C)(C)C)CC2)n2ncnc2n1 | -14% | 5% | 1% | -0.8%
Cn1nnnc1SCCNCc1ccc(OCc2ccccc2Cl)cc1 | -18%[10.9 µM] | u | u | 0.7%
CC(C)C(NC(=O)C(Cc1ccc(O)cc1)NC(=O)C(NC(=O)C(F)(F)F)C(C)C)C(=O)O (stereo not drawn) | 9% | 0% | 12% | x
COc1ccccc1OCC(=O)Nc1ccccn1 | -92%[inhibitor] | 10µM* | 7.9µM* | u

Screening data: PubChem, National Center for Advancing Translational Sciences (NCATS)
